CDK5 p35 inh – inhibitors of human CDK5/p35 kinase | Q00535+Q15078 | Recombinant CDK5/p35, ADP-Glo luminescence, 60 min | inhibition, % at 10 µM | 330,000 compounds, 0.01% hits;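 active = highest replicate inhibition of at least 50% and at least 75% of replicates reaching 50%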;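 also: plate controls were DMSO neutral control for no effect and GW8510 at 10 µM for full effect; many of its hits are not listed in these tables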
MITF act – activators of MITF-driven TRPM1 promoter activity in SK-MEL-5 cells; 300,000 compounds, 0.75% hits; AID 588334; activation, % at 12.5 µM; SK-MEL-5 TRPM1-promoter luciferase, 24 h; % of positive control, neutral wells = 0;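 active = mean activation of at least 80% with every replicate also reaching 80%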;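 also: 0% = neutral control wells and 100% = parthenolide positive control wells; values of inactives mirror those of a sister screen read the other way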
SR-BI uptake up – enhances SR-BI lipid uptake from DiI-HDL; CHO ldlA[mSR-BI] cells, DiI-HDL uptake fluorescence, 3 h; 100 = double the neutral-control signal; activation, % at 12.5 µM; 320,000 compounds, 0.096% hits; AID 504775;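 active = mean replicate activation of at least 60% and every replicate at or above 60%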;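 also: 0% = median plate neutral-control signal and 100% = twice that signal; values of inactives mirror those of a sister screen read the other way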
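Assay system: CHO ldlA[mSR-BI] cells, LDL receptor-null, SR-BI overexpressing; medium: Ham's F12 with 0.5% BSA, HEPES 25 mM, pH 7.4; also added: DiI-HDL 10 µg/mL; timing: 3 h uptake period with compound, 37 °C; signal: DiI fluorescence, bottom read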
dFosB act – mouse delta FosB homodimer activation; purified delta FosB, TAMRA-CDK5 oligo fluorescence polarization; percent of positive-control signal above neutral wells; activation, % at 25 µM; 340,000 compounds, 0.99% hits; AID 493131;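 active = mean activation above about 17%, with every replicate also reaching it, limit read from the data, passing the limit was not always enough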;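 also: fluorescence polarization rise as delta FosB binds a TAMRA Cdk5 AP-1 oligo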
Target sequence (P13346 whole entry, looked up): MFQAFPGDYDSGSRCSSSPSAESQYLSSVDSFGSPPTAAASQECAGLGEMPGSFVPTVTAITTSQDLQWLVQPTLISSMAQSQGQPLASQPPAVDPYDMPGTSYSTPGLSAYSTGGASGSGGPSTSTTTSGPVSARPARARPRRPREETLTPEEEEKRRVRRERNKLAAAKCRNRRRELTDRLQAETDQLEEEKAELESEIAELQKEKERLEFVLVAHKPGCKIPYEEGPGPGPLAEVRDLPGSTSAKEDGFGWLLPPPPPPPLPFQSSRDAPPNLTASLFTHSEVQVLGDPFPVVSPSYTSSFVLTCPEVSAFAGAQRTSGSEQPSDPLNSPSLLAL
SUMO Mot1 rescue – SUMOylation pathway inhibition by Mot1-301 growth rescue; growth rescue, % at 18.8 µM; 320,000 compounds, 1% hits; S. cerevisiae Mot1-301 growth rescue, ATP luminescence, 38.5C; percent above DMSO median, 100 means doubled;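 active = every valid replicate shows activation above 250% relative to neutral control wells; inactive = the rest, any valid replicate at or below 250%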;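 also: OY570 slx delta 5 strain wells were the positive control but not used for scaling; some compounds called inactive have numbers as strong as hits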
PKA-R1A act – PKA-R1A complex activation. activation, % at 11.4 µM. PKA-R1A dissociation, Cy5-IP20 fluorescence polarization; scaled: DMSO 0%, 113 µM cGMP 100%. 340,000 compounds, 0.083% hits. AID 504707. P00514+P68181;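 active = percent activation above the mean of all tested compounds plus 3 SD, cut at about 19% in these data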;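 also: higher means more PKAc released from R1A so a rise in polarization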
SR-BI HDL uptake – blocks mouse SR-BI lipid uptake from DiI-HDL; ldlA[mSR-BI] CHO cells, DiI-HDL uptake fluorescence, 3 h; inhibition, % at 12.5 µM; AID 488896; 320,000 compounds, 0.96% hits; Q61009;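 active = mean replicate inhibition of at least 70% and a set share of replicates each scoring 70 or more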;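 also: 0% = median of neutral control wells and 100% = median of positive control wells; values of inactives mirror those of a sister screen read the other way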
NSD2 HMT inh – inhibitors of human histone methyltransferase NSD2. O96028. NSD2 peptide methylation, AlphaScreen, 120 min. inhibition, % at 12.5 µM. 310,000 compounds, 0.54% hits. AID 743445; in the data active = inhibition above about 50%
Pemphigus Ab inh – blocks pemphigus antibody binding to human desmoglein-3 | DSG3-coupled beads, scFv-anti-DSG3-GFP binding, flow cytometry; stronger effect = lower value | P32926 | 310,000 compounds, 0.48% hits | binding (percent of control), % at 10 µM;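 active = binding more than 3 SD below its plate's average and above zero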; also: some compounds called inactive have numbers as strong as hits
PKA-R2B activ – PKA-R2B complex activation | PKA-R2B holoenzyme dissociation, Cy5-IP20 fluorescence polarization; R2B truncated from residue 108, S112A mutant; 0% DMSO only, 100% 113 µM cGMP | activation, % at 11.4 µM | 340,000 compounds, 0.079% hits | AID 504700;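 active = activation above a cutoff set at the mean over all compounds plus 3 SD, cut at about 18% in these data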;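 also: higher means more holoenzyme dissociation and a rise in polarization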
Target sequence (P31323 whole entry, looked up, other chains not shown, the tested form may be a part): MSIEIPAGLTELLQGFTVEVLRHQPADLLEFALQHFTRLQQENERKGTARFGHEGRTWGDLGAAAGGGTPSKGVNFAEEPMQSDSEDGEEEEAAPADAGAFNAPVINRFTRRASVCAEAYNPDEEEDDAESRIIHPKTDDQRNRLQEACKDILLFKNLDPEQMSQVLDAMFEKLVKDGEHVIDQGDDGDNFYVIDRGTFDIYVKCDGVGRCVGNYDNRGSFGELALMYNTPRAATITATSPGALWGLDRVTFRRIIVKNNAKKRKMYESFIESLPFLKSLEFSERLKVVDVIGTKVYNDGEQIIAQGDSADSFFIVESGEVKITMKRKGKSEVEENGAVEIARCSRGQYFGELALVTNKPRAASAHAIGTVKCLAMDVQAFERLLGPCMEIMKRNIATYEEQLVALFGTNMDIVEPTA
Arrestin-AP2 inh – human beta-arrestin and AP2 interaction inhibition. FITC-arrestin peptide / GST-AP2 beads, flow cytometry; AP2 beta2 appendage carries R879A mutation. inhibition, % at 10 µM. 340,000 compounds, 0.31% hits. AID 504490;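 active = inhibition above a set limit, near 3 SD of compounds lacking own fluorescence, cut at about 54% in these data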;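 also: plate controls were DMSO wells for no effect and 5 µM unlabelled arrestin peptide for full effect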
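Assay system: GST-AP2 R879A bound to glutathione beads, E. coli-expressed; Medium: PBS with 0.05% Tween 20 and 0.1% BSA; Also added: fluorescein-tagged arrestin peptide at 50 nM final; Timing: 12 min plus 1 h, RT; Measured by: flow cytometry, FL1 (488/535 nm); Evaluation: percent drop in bead-associated FITC signal.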
Numbers without * were called inactive; nt = not tested or not shown.

compound	CDK5 p35 inh	MITF act	SR-BI uptake up	dFosB act	SUMO Mot1 rescue	PKA-R1A act	SR-BI HDL uptake	NSD2 HMT inh	Pemphigus Ab inh	PKA-R2B activ	Arrestin-AP2 inh
CCC1(C)Cc2ccccc2-c2nc(NCCCO)n(-c3ccccc3)c(=O)c21 (stereo not drawn)	-0.1	nt	-8	6	9	6	8	2	95	-5	5
CC(=O)Oc1ccc2c(=O)c(-c3ccccc3)c(C)oc2c1	2.4	nt	-3	6	-12	0	3	nt	95	2	-5
Cc1ccc(NC(=S)N/N=C/c2c(C)[nH]c3ccccc23)cc1	1.5	32	-102	-3	18	3	102*	-1	176	-14	-7
Cc1ccc(-c2csc3ncnc(OCC(=O)NC(=O)NCc4ccco4)c23)cc1	0.4	0	-40	-22	-6	-1	40	nt	103	-5	0
Cc1ccc(C)c(-n2c(-c3ccc(Br)cc3)csc2=NC(=O)c2ccccc2F)c1	0.2	-8	9	-6	-3	-7	-9	0	nt	-10	-2
Cc1nonc1C1CCCN1Cc1nc(-c2ccc(F)cc2F)oc1C (stereo not drawn)	0.0	-4	-13	-4	-5	-3	13	-1	121	-23	6
O=S(=O)(O/N=C1\CCCc2ccccc21)c1ccccc1	-2.1	11	13	-1	10	4	-13	-1	nt	-2	6
Cc1ccc(/C=[N+](/[O-])C2SC(=S)N(C)C2(C)C)cc1 (stereo not drawn)	1.3	0	8	0	-3	-4	-8	5	75	-12	-7
COc1ccc(OCc2cc(C(=O)NC(C)Cn3cncn3)no2)c(Cl)c1 (stereo not drawn)	0.7	34	1	-5	-4	-9	-1	1	118	-7	43
COc1ccc(N(CC(=O)Nc2ccc3c(c2)OCCO3)S(=O)(=O)c2c(C)nn(C)c2C)cc1	-0.6	-3	-3	-10	2	-6	3	nt	106	-2	8
COc1ccc(C(=O)c2c(-c3ccc(OC)cc3)oc3ccc(-c4cc(OC)c(OC)c(OC)c4)cc23)cc1	-0.7	-13	-73	-4	96	2	73*	nt	98	-3	3
Cc1nc2ccccc2n1C(=O)c1cc(-c2ccc(Br)cc2)nc2ccccc12	1.2	11	nt	-5	27	3	nt	-2	nt	-12	-5
COC(=O)C(C)Sc1nc2c(cnn2-c2ccccc2)c(=O)[nH]1 (stereo not drawn)	1.7	nt	8	-10	2	-8	-8	nt	107	7	5
Cc1ccc(C2CC2C(=O)NN)cc1 (stereo not drawn)	-2.1	8	-3	5	2	-5	3	2	92	-10	1
CSc1ccc(C(=S)N2CCCCCC2)cc1	1.0	5	10	-2	19	-6	-10	1	98	-7	13
CCN(CC)C(=S)Oc1ccc(Cl)cc1Cl	2.3	-7	-19	-4	35	0	19	0	nt	-6	-21
Cc1nn(CCCC(=O)NCc2ccccc2)c(=O)c2nn(-c3ccccc3)c(C)c12	0.3	-15	-15	-10	-3	4	15	1	100	16	-1
Cc1nc(SCC(=O)NCc2ccco2)c2c(C)c(C)sc2n1	-0.5	4	5	-13	-4	-6	-5	0	104	8	3
CCC(=O)NC(c1cc(Cl)c2cccnc2c1O)C1CC1 (stereo not drawn)	-1.0	-28	5	-8	9	-20	-5	nt	102	-8	-6
CCc1nnc(NC(=O)CC23CC4CC(CC(Br)(C4)C2)C3)s1	0.7	-15	-7	-12	-14	-8	7	-2	98	5	-11
O=S(=O)(c1ccccc1)N1CCC2(CC1)CO2	-2.6	-11	2	7	0	-2	-2	-1	100	-1	-12
Nc1cc(N)nc(SCc2ccccc2)n1	0.3	nt	17	-6	5	-2	-17	2	92	-5	-5
CCOC(=O)c1sc(NC(=O)CSc2nc3c(c(-c4ccc(OC)cc4)c2C#N)CCCC3)c(C#N)c1C	0.7	-22	32	-3	-8	3	-32	4	94	4	26
Cc1ccc(NC(=O)NCC2CCN(Cc3cccc(Cl)c3)CC2)cc1Cl	0.0	-52	5	20*	8	4	-5	3	106	1	3
CCOC(=O)c1[nH]c2ccc(Br)cc2c1NC(=O)CCN1CCC(C(=O)OCC)CC1	-1.0	-12	19	-4	98	-3	-19	3	113	-14	-4

The list goes on, overlapping the part above by 4 compounds.
compound	CDK5 p35 inh	MITF act	SR-BI uptake up	dFosB act	SUMO Mot1 rescue	PKA-R1A act	SR-BI HDL uptake	NSD2 HMT inh	Pemphigus Ab inh	PKA-R2B activ	Arrestin-AP2 inh
Nc1cc(N)nc(SCc2ccccc2)n1	0.3	nt	17	-6	5	-2	-17	2	92	-5	-5
CCOC(=O)c1sc(NC(=O)CSc2nc3c(c(-c4ccc(OC)cc4)c2C#N)CCCC3)c(C#N)c1C	0.7	-22	32	-3	-8	3	-32	4	94	4	26
Cc1ccc(NC(=O)NCC2CCN(Cc3cccc(Cl)c3)CC2)cc1Cl	0.0	-52	5	20*	8	4	-5	3	106	1	3
CCOC(=O)c1[nH]c2ccc(Br)cc2c1NC(=O)CCN1CCC(C(=O)OCC)CC1	-1.0	-12	19	-4	98	-3	-19	3	113	-14	-4
COc1ccccc1NC(=O)Nn1cnnc1	2.5	15	8	8	nt	-1	-8	-1	105	-4	24
Cc1cc(OCC(=O)Nc2cccc(S(=O)(=O)N3CCCC3)c2)ccc1Cl	0.8	-13	-6	-9	nt	-1	6	0	98	-14	3
c1ccc(C2=NNC(c3ccco3)=Nc3ccccc32)cc1	-2.6	nt	-15	-1	356	-4	15	8	98	-12	3
O=C(Nc1ccc(N2CCOCC2)c(Cl)c1)c1cccc(-n2cnnc2)c1	0.9	-9	-20	4	1	4	20	-3	101	-5	-5
CC1CCCCN1CC(O)COCc1ccccc1 (stereo not drawn)	0.1	nt	17	2	-12	-2	-17	4	98	-3	39
Cc1onc(-c2ccccc2)c1C(=O)NC(=S)NNC(=O)c1ccc(O)cc1	2.1	-6	21	-4	12	4	-21	3	89	2	32
Cc1ccc(-c2csc(NC(=O)Cn3[nH]c(=O)c4ccccc4c3=O)n2)cc1	0.2	8	-4	12	329	-9	4	1	92	-7	2
O=C(C1=C[C@@H](c2ccc(Br)cc2)C[C@@H](OCc2ccc(CO)cc2)O1)N1CCN(Cc2ccccc2)CC1	2.7	-2	63*	-5	0	-9	-63	nt	108	-6	-1
COc1ccc(-c2oc(=O)c3cc(OC)c(OC)cc3c2-c2ccc3c(c2)OCO3)cc1	-2.1	10	-39	-2	-3	-3	39	nt	nt	-7	-2
CCN1C[C@@H]2[C@@H]3C(=O)N(Cc4ccccc4)C(=O)[C@@H]3[C@](Cc3ccccc3)(C1=O)N2C(=O)c1ccc(Br)cc1	-0.9	-6	15	-12	nt	2	-15	nt	103	-7	-1
Cc1ccc(CN(C)C(=O)c2cc(COc3ccc(F)cc3Cl)on2)o1	0.3	30	-1	-6	-4	1	1	1	106	-9	2
CS(=O)(=O)c1ccc(C(=O)NC2CCCc3ccccc32)cc1 (stereo not drawn)	0.0	0	13	-6	97	0	-13	-2	97	-2	0
Cc1cc(C)c(C(=O)C[n+]2cccc(C(N)=O)c2)c(C)c1	-0.3	nt	11	-1	-12	nt	-11	-1	95	nt	-10
Cc1ccc(N(CC(=O)NCc2ccc(F)cc2)C(=O)c2csnn2)c(C)c1	1.7	-2	-6	-8	-3	-2	6	-4	97	3	-23
COc1ccc(O)c(/C=c2/sc3nc4cc(C)c(C)cc4n3c2=O)c1	2.5	nt	-17	1	nt	-6	17	2	98	-2	23
CC(C)(C)C(=O)Nc1ccccc1C(=O)Nc1cccnc1	0.3	-8	10	12	3	-3	-10	4	106	5	-17
Cc1cc(OCC(O)CN2CCc3ccccc3C2)ccc1Cl (stereo not drawn)	-0.5	13	-4	-2	8	-10	4	-4	107	6	-11
COc1ccc(C(=O)C(C)OC(=O)c2cccc(S(=O)(=O)Nc3cc(Cl)c(OC)cc3OC)c2)cc1 (stereo not drawn)	1.1	0	-40	0	-1	-11	40	3	92	5	-3
COc1ccc2cc(S(=O)(=O)N3CCCCCC3)ccc2c1	0.8	4	-26	0	7	-7	26	-1	109	0	35
CCCn1cc(NC(=O)c2cc3n(n2)C(C(F)(F)F)CC(c2ccccc2)N3)cn1 (stereo not drawn)	3.6	-7	3	-9	16	6	-3	nt	91	2	29
Cc1onc(-c2c(F)cccc2Cl)c1C(=O)N1CCc2ccccc2C1	0.9	11	nt	-8	-33	4	nt	-3	99	14	-5
CC(C)Sc1nc2ccccc2n1CC(N)=O	-1.2	nt	14	1	33	3	-14	4	nt	-7	-4
COc1ccccc1N1C(=O)CC(Sc2nccc(C)n2)C1=O (stereo not drawn)	0.6	nt	19	1	-18	-6	-19	-6	98	-1	-1
COc1ccc(C(=O)NCCCOC(=O)c2ccc(OC)cc2)cc1	0.1	1	9	0	-17	13	-9	-1	99	-7	-3
COCCn1c(N)c(N(Cc2ccccc2)C(=O)CN2C(=O)NC(C)(c3ccccc3)C2=O)c(=O)[nH]c1=O (stereo not drawn)	3.4	-7	22	-4	531*	-8	-22	-1	nt	-6	-18

Three of these compounds in another layout.
| CDK5 p35 inh | MITF act | SR-BI uptake up | dFosB act | SUMO Mot1 rescue | PKA-R1A act | SR-BI HDL uptake | NSD2 HMT inh | Pemphigus Ab inh | PKA-R2B activ | Arrestin-AP2 inh | compound |
| --- | --- | --- | --- | --- | --- | --- | --- | --- | --- | --- | --- |
| 1.7 | -2 | -6 | -8 | -3 | -2 | 6 | -4 | 97 | 3 | -23 | Cc1ccc(N(CC(=O)NCc2ccc(F)cc2)C(=O)c2csnn2)c(C)c1 |
| 1.0 | 5 | 10 | -2 | 19 | -6 | -10 | 1 | 98 | -7 | 13 | CSc1ccc(C(=S)N2CCCCCC2)cc1 |
| 0.1 | 1 | 9 | 0 | -17 | 13 | -9 | -1 | 99 | -7 | -3 | COc1ccc(C(=O)NCCCOC(=O)c2ccc(OC)cc2)cc1 |

From PubChem BioAssay

Not a hit list; about 4.7% have a hit in one of these screens.
